E-sel inducer – E-selectin induction in HUVECs, primary screen, imaging, HUVEC, immunofluorescence imaging, single point; 260,000 tested, 0.37% active; P16581; activation, % at 7.58 µM; AID 686992, 2013; normalized: neutral wells 0, TNF-alpha wells 100;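 active means mean E-selectin-positive cell signal at least 10% of the positive control, reached in at least 60% of replicates, without over 20% cell loss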;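 further: in these data hits start at about 27%; measured in HUVEC primary endothelial cells; signal is the percent of cells scored E-selectin positive by PE staining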
Target sequence (P16581 whole entry, looked up): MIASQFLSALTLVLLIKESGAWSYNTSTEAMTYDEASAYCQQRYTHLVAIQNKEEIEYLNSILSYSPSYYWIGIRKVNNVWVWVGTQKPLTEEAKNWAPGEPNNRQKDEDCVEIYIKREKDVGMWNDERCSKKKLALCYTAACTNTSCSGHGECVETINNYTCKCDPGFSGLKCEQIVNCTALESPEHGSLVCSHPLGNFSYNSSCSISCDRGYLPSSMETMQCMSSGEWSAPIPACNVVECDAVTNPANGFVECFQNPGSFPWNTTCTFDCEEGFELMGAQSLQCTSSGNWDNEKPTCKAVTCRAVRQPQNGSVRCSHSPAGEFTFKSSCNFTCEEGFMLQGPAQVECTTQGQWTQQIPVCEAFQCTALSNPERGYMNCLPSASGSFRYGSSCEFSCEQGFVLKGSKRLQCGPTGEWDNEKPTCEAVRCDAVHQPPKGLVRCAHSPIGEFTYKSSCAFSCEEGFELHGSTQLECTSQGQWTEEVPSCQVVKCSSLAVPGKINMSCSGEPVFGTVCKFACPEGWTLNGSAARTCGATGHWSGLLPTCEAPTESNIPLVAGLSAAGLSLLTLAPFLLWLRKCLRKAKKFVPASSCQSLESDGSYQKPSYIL
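Read-out: % PE-positive cells | Test system: HUVEC | Doses: One compound dose added by pin transfer | Buffer or medium: EGM-2 over gelatin coat | Signal: Immunofluorescence imaging | Benchmarks: TNF-alpha, DMSO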
RAD54 inh – inhibitors of human RAD54 branch migration, primary screen, biochemical, fluorescence, single point | DNA repair and recombination protein RAD54-like (Homo sapiens), Q92698 | RAD54 Holliday junction branch migration, FAM/BHQ fluorescence | inhibition, % at 10.4 µM | 360,000 tested, 0.14% active | AID 602329, 2012;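 active means mean normalized replicate activity at least 40 and at least half of replicates scoring 40 or more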;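 further: 0% = median of neutral control wells and 100% = median of positive control wells; inhibitors cause a drop in the FAM fluorescence signal; in these data hits start at about 50%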
esBAF inh – Bmi1 luciferase reporter increase in mESCs, primary screen, esBAF inhibitor project, mouse ES cells, Bmi1 luciferase knock-in, single point | 24 h; 100% = twice the neutral-well signal | reporter increase, % at 12.5 µM | 350,000 tested, 2% active; in the data active means activation above about 40%;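 further: 0% = median of the plate's neutral control wells and 100% = double that signal; a rise in the Bmi1 reporter signal indicates esBAF inhibition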
FN deposit inh – inhibitors of fibronectin matrix deposition, primary screen, AH1F cells, Alexa488-fibronectin fluorescence, plate reader | AH1F fibroblasts, overnight | AID 743247, 2014 | inhibition, % at 12.6 µM | 350,000 tested, 0.086% active;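 active means mean inhibition across replicates of 30% or more, regardless of how many single replicates reach that level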;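 further: positive control wells lacked labelled fibronectin entirely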
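material = AH1F fibroblast monolayer depositing Alexa488-labelled fibronectin into matrix | amount = 10000 AH1F cells/well | buffer or medium = DMEM plus 2% serum, read in PBS | incubation = 1 h cell adhesion before compound, then overnight fibronectin incubation | detection = fluorescence at 485 nm excitation, 525 nm emission | evaluation = percent inhibition as loss of matrix-bound fibronectin fluorescence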
S100A4 inh HTS – inhibitors of S100A4-myosin IIA peptide binding, primary screen, biochemical, fluorescence polarization, TAMRA-MyoIIA peptide; inhibition, % at 10.7 µM; 360,000 tested, 0.14% active; Protein S100-A4 (Homo sapiens), P26447;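 active means mean inhibition of at least 70% across replicates, with every replicate also reaching that level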
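Material: S100A4 monomer protein | Medium: HEPES pH 7.2 with CaCl2, KCl, NaCl, DTT, Triton | Reagent: Labelled myosin peptide probe, 5 nM | Doses: One dose per compound | Times: 5 min incubation before reading | Benchmarks: Neutral control DMSO, positive control TFP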
Xi reactivation – activators of inactive X chromosome reactivation, primary screen, imaging, XiGFP fibroblasts, GFP high-content imaging, set 2; XiGFP mouse fibroblasts, % GFP-positive cells imaging, 3 d; cells co-treated with 5-aza-dC sensitizer; scaled so ellipticine positive control = 100%; AID 743238, 2013; activation, % at 7.58 µM; 360,000 tested, 0.055% active;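 active means mean normalized replicate activation at least 10% and every replicate at or above 10%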;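 further: 0% = median of on-plate neutral control wells and 100% = ellipticine 6 µM median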
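Material: XiGFP fibroblasts, SV40-immortalized. Buffer or medium: DMEM plus 5-aza-dC sensitizer. Compound: single concentration per compound, delivered by pin transfer. Times: 3 days compound exposure. Controls: ellipticine 6 µM.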
RAD52 inh – RAD52 DNA annealing inhibitors, primary screen, biochemical, FRET, single point, set 2. recombinant RAD52 DNA annealing, FRET fluorescence. inhibition, % at 18.7 µM. 360,000 tested, 0.46% active;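 active means every replicate showing at least 50% inhibition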
Target sequence (P43351 whole entry, looked up): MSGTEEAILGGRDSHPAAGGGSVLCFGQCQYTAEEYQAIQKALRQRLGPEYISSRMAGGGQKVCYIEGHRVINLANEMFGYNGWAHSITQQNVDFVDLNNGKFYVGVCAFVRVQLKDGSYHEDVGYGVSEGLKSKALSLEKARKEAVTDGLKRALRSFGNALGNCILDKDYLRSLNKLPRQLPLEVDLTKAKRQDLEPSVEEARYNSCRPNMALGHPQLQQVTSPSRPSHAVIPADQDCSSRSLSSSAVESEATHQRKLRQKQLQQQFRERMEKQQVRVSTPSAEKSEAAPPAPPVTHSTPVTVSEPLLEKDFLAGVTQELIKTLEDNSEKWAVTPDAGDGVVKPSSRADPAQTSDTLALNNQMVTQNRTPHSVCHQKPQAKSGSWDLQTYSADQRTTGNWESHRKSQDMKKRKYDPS
EWS-Fli inh – EWS/Fli-driven NR0B1 reporter inhibitors, primary screen, A673 cells, NR0B1 luciferase, luminescence, MLPCN library; viability-normalised; inhibition, % at 12.6 µM; 350,000 tested, 0.67% active; AID 651661, 2012;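 active means mean inhibition of at least 50% after viability correction, with every replicate also passing that limit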;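 further: firefly luciferase signal divided by Alamar Blue viability fluorescence both relative to DMSO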
* marks the source's active call; other numbers are inactive results.

Screening COC(=O)C1=C(C)NC(C)=C(C(=O)OC)C1/C=C/c1ccccc1 returned RAD54 inh 3, esBAF inh -8, S100A4 inh HTS 3, RAD52 inh -3 and EWS-Fli inh 13.
Cc1nc(-c2cc(C#N)c(Sc3ccc(Cl)cc3Cl)nc2C)cs1 was read as E-sel inducer 2.8, esBAF inh -3, FN deposit inh -6, S100A4 inh HTS -1, Xi reactivation -0.1, RAD52 inh -14 and EWS-Fli inh 3.
For NC(=O)C1CCN(C(=O)c2cccc(S(=O)(=O)N3CCCC3)c2)CC1 the results were E-sel inducer 0.6, RAD54 inh -3, esBAF inh 1, FN deposit inh 0, S100A4 inh HTS 0, Xi reactivation 0.0, RAD52 inh -3 and EWS-Fli inh 5.
`CCN(C(=O)COC(=O)/C=C/c1c(C)nn(Cc2ccc(C)cc2)c1C)C1CCS(=O)(=O)C1` (stereo not given) gave E-sel inducer 0.4, FN deposit inh 13, S100A4 inh HTS -3, Xi reactivation 0.0, RAD52 inh -13 and EWS-Fli inh -10.
CO[C@H]1CN(C)C(=O)c2ccc(NC(=O)Nc3ccc(Cl)cc3)cc2OC[C@H](C)N(C)C[C@H]1C was read as E-sel inducer 0.1, RAD54 inh 11, esBAF inh -1, FN deposit inh 6, S100A4 inh HTS 4, Xi reactivation 0.0, RAD52 inh 11 and EWS-Fli inh 10.
For CNC[C@H]1Oc2cc(-c3cccnc3)ccc2S(=O)(=O)N([C@H](C)CO)C[C@@H]1C the results were RAD54 inh -2, esBAF inh -2, S100A4 inh HTS -12, Xi reactivation -0.1, RAD52 inh -18 and EWS-Fli inh -10.
Cc1ccc(S(=O)(=O)N[C@@H]2CC[C@@H](CC(=O)NC3CCCCC3)O[C@H]2CO)cc1 was read as E-sel inducer 0.6, RAD54 inh 1, esBAF inh -1, FN deposit inh 1, S100A4 inh HTS -3, Xi reactivation -0.6, RAD52 inh -6 and EWS-Fli inh 4.
COc1cccc(C2=NNC(=NCc3ccccc3)SC2)c1 was read as FN deposit inh 5, S100A4 inh HTS -22, Xi reactivation 0.0, RAD52 inh -11 and EWS-Fli inh -57.
Screening Cc1ccc(NC(=O)C(C)NS(=O)(=O)c2ccc(F)cc2)cc1C (stereo not given) returned S100A4 inh HTS -8, Xi reactivation 0.3, RAD52 inh 0 and EWS-Fli inh -4.
Screening COCCCNC(=O)/C=C1\Sc2ccccc2N(Cc2ccccc2F)C1=O returned E-sel inducer -0.4, RAD54 inh 7, FN deposit inh 8, S100A4 inh HTS -5, Xi reactivation -0.2, RAD52 inh -10 and EWS-Fli inh -37.
`CC(C)=C1Cc2ccccc2C1=O` gave E-sel inducer 0.5, FN deposit inh -3, S100A4 inh HTS 5, Xi reactivation 0.1, RAD52 inh -3 and EWS-Fli inh 5.
`CN(Cc1cccc(C(F)(F)F)c1)Cc1nc(-c2cnccn2)no1` gave E-sel inducer 1.1, RAD54 inh 4, esBAF inh -1, FN deposit inh -7, S100A4 inh HTS -3, Xi reactivation 0.1, RAD52 inh 15 and EWS-Fli inh -4.

The closing two records of the part above are carried over, then new ones follow.
`CC(C)=C1Cc2ccccc2C1=O` gave E-sel inducer 0.5, FN deposit inh -3, S100A4 inh HTS 5, Xi reactivation 0.1, RAD52 inh -3 and EWS-Fli inh 5.
`CN(Cc1cccc(C(F)(F)F)c1)Cc1nc(-c2cnccn2)no1` gave E-sel inducer 1.1, RAD54 inh 4, esBAF inh -1, FN deposit inh -7, S100A4 inh HTS -3, Xi reactivation 0.1, RAD52 inh 15 and EWS-Fli inh -4.
`CCC1CCCCN1C(=O)c1cc(-c2ccc(Cl)c(Cl)c2)on1` (stereo not given) gave RAD54 inh 10, esBAF inh 24, S100A4 inh HTS 1 and RAD52 inh -2.
For O=C(NCc1ccc(Cl)cc1)c1cccc2c1C(=O)N(CC1CCCO1)C2 (stereo not given) the results were E-sel inducer 0.0, RAD54 inh -1, esBAF inh 8, FN deposit inh 13, S100A4 inh HTS 0, Xi reactivation 0.1, RAD52 inh -8 and EWS-Fli inh 7.
For N#Cc1cccc(-c2csc(C(O)c3ccc(F)cc3)n2)c1 (stereo not given) the results were E-sel inducer -0.1, RAD54 inh 2, esBAF inh 29, FN deposit inh -9, S100A4 inh HTS -7, Xi reactivation 0.0, RAD52 inh -42 and EWS-Fli inh -40.
O=C1C=CC(=O)N1c1ccc2ccccc2c1 was read as E-sel inducer 1.2, RAD54 inh -5, esBAF inh 3, FN deposit inh -6, S100A4 inh HTS -2, Xi reactivation 0.0, RAD52 inh -7 and EWS-Fli inh -8.
For CCC(=O)Nc1ccc2c(c1)OC[C@@H](C)N(Cc1ccccn1)C[C@H](C)[C@H](OC)CN(C)C2=O the results were E-sel inducer 0.3, RAD54 inh -2, esBAF inh -7, FN deposit inh 6, S100A4 inh HTS -3, Xi reactivation 0.1, RAD52 inh -8 and EWS-Fli inh 7.
CCOc1ccccc1N(CC(=O)NC1CCCC1)S(=O)(=O)c1ccc(C)cc1 was read as RAD54 inh -4, esBAF inh -2, FN deposit inh -6, S100A4 inh HTS -2, Xi reactivation 0.0, RAD52 inh -2 and EWS-Fli inh 3.
For Cc1cnc(NC(=O)c2ccc(-c3ccc([N+](=O)[O-])cc3)o2)s1 the results were RAD54 inh -3, esBAF inh 16, FN deposit inh -34, S100A4 inh HTS -8, Xi reactivation 1.3, RAD52 inh -5 and EWS-Fli inh 8.
Screening NC(=O)Nc1ccc(Nc2ccccc2)cc1 returned E-sel inducer -0.1, FN deposit inh 0, S100A4 inh HTS -50, Xi reactivation 0.0, RAD52 inh 9 and EWS-Fli inh -2.
CCCn1c(N)c(C(=O)CSc2ncn[nH]2)c(=O)n(C)c1=O was read as RAD54 inh 0, esBAF inh 3, FN deposit inh -9, S100A4 inh HTS -1, Xi reactivation 1.1, RAD52 inh 9 and EWS-Fli inh 11.
Screening Cc1cc(NC(=O)c2ccc(S(=O)(=O)N(C)CC3CCCO3)cc2)no1 (stereo not given) returned FN deposit inh 1, S100A4 inh HTS -4, Xi reactivation 0.0, RAD52 inh -4 and EWS-Fli inh 9.
For COC(=O)c1cc(-c2ccc(S(=O)(=O)N3CCCCC3)cc2)c(C(F)(F)F)s1 the results were E-sel inducer 0.0, FN deposit inh -2, S100A4 inh HTS -2, Xi reactivation -0.1, RAD52 inh -6 and EWS-Fli inh 3.
For COc1cc2c(cc1OCc1ccccc1)/C(=C/C(=O)OCc1ccccc1)OC2 the results were E-sel inducer -0.3, FN deposit inh -3, S100A4 inh HTS -3, Xi reactivation 0.3, RAD52 inh -8 and EWS-Fli inh 2.
`COc1ccnc(Oc2ccccc2)c1-c1ncn[nH]1` gave FN deposit inh 7, S100A4 inh HTS -1, Xi reactivation 0.0, RAD52 inh 3 and EWS-Fli inh 0.
`CCNC(=O)C12CCC(C)(C(=O)C1Br)C2(C)C` (stereo not given) gave E-sel inducer -2.6, RAD54 inh 7, esBAF inh 7, FN deposit inh 2, S100A4 inh HTS -5, Xi reactivation -0.4, RAD52 inh 1 and EWS-Fli inh 2.
`COc1ccc(NC(=O)N(C)C[C@H]2Oc3ccc(NC(=O)Cn4cnnn4)cc3CC(=O)N([C@@H](C)CO)C[C@H]2C)cc1` gave RAD54 inh 2, esBAF inh -3, S100A4 inh HTS 1, Xi reactivation 0.1, RAD52 inh 4 and EWS-Fli inh 2.
`Cc1sc2ncnc(SCC(=O)N3CCOCC3)c2c1C` gave RAD54 inh 2, esBAF inh 4, FN deposit inh 0, S100A4 inh HTS -1, Xi reactivation 0.0, RAD52 inh -11 and EWS-Fli inh -6.
C[C@H]1CN([C@@H](C)CO)C(=O)c2cc(NC(=O)Cc3cn(C)c4ccccc34)ccc2O[C@H]1CN(C)S(=O)(=O)c1ccc(Cl)cc1 was read as E-sel inducer -0.1, RAD54 inh -7, esBAF inh 9, S100A4 inh HTS -1, Xi reactivation -0.5, RAD52 inh -8 and EWS-Fli inh 13.
`CNC[C@@H]1Oc2c(NC(=O)C3CC3)cccc2C(=O)N([C@@H](C)CO)C[C@H]1C` gave E-sel inducer -0.4, esBAF inh 0, Xi reactivation 0.0, RAD52 inh -10 and EWS-Fli inh -5.
Cc1cn(C2OC(COC(=O)c3ccccc3)C(O)C2Cl)c(=O)[nH]c1=O (stereo not given) was read as E-sel inducer 0.1, RAD54 inh -9, esBAF inh -1, FN deposit inh 7, S100A4 inh HTS 2, Xi reactivation 0.3, RAD52 inh -2 and EWS-Fli inh 15.
`C[C@@H]1CN([C@@H](C)CO)S(=O)(=O)c2ccc(C3=CCCC3)cc2O[C@H]1CN(C)S(=O)(=O)c1cn(C)cn1` gave E-sel inducer -0.1, RAD54 inh 0, esBAF inh 0, FN deposit inh 2, S100A4 inh HTS 1, Xi reactivation 0.0, RAD52 inh -1 and EWS-Fli inh 3.
COCCNC(=S)N1CCC(C(=O)c2ccc3c(c2)OCCO3)CC1 was read as FN deposit inh 7, S100A4 inh HTS 0, Xi reactivation 0.0, RAD52 inh -5 and EWS-Fli inh -6.
`Cc1nc(NC(=O)CN2CCN(c3cccc(Cl)c3)CC2)sc1C(=O)N(C)C` gave E-sel inducer 0.2, RAD54 inh -3, esBAF inh -2, FN deposit inh 3, S100A4 inh HTS 16, Xi reactivation 0.2, RAD52 inh -14 and EWS-Fli inh 0.
For C[C@@H](NC(=O)C[C@H]1C[C@H]2c3cc(NS(C)(=O)=O)ccc3O[C@H]2[C@H](CO)O1)c1ccccc1 the results were E-sel inducer -0.1, RAD54 inh -3, esBAF inh -2, FN deposit inh -8, S100A4 inh HTS -1, Xi reactivation 0.1, RAD52 inh 5 and EWS-Fli inh -4.
CCN(CC)c1c(C)nc2ccc(C(=O)N3CCN(C(=O)c4ccco4)CC3)cn12 was read as E-sel inducer 1.5, RAD54 inh -3, esBAF inh -3, FN deposit inh 6, S100A4 inh HTS -3, Xi reactivation -0.1, RAD52 inh -2 and EWS-Fli inh 8.
`CCOc1ccc(C2/C(=C(/O)c3ccc4c(c3)CC(C)O4)C(=O)C(=O)N2CC2CCCO2)cc1` (stereo not given) gave RAD54 inh 20, esBAF inh -7, FN deposit inh -1, S100A4 inh HTS 4, Xi reactivation 0.2, RAD52 inh -7 and EWS-Fli inh 4.
For Cc1noc(C)c1S(=O)(=O)N(C)C[C@H]1OCCCC[C@@H](C)Oc2ccc(NC(=O)NC3CCCCC3)cc2C(=O)N([C@@H](C)CO)C[C@H]1C the results were E-sel inducer -0.1, RAD54 inh 3, esBAF inh 0, S100A4 inh HTS -12, Xi reactivation 0.1, RAD52 inh 0 and EWS-Fli inh 4.
Screening CN1CCN(c2ccc(NC(=O)c3ccc(Cl)cc3Cl)cc2)CC1 returned RAD54 inh 5, esBAF inh 35, FN deposit inh 7, S100A4 inh HTS 1, Xi reactivation 0.0, RAD52 inh -6 and EWS-Fli inh -105.

Rows were taken by chance, and some 3% of all compounds hit somewhere here.
